# GLS inhibitor: glutaminase GLS (human) inhibition; O94925; GLS enzymatic activity, qHTS titration; actives 0.21% (n = 410,000); Potency, µM (top dose mostly 45.5 µM), for inactives: at the top dose activity change, negative = inhibition, hits mostly inhibitors; note: potency is the fitted concentration of half-maximal effect; % is set by controls: 0 for no effect and ±100 for the full control effect
#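 Human kidney-isoform GLS in 45 mM KH2PO4 pH 8.2, 0.02% Tween-20, with compound, started with 1mM L-Glutamine (added stock). Glutamate oxidase/HRP/Amplex red coupled fluorescence read at start and after 30 min at RT.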
# HP1b chromo inh: inhibitors of HP1-beta chromodomain binding to methylated histone tails. P83916. AlphaScreen HP1-beta / biotin-H3K9me3 peptide binding. Potency, µM (doses to about 114 µM), inactives show top-dose activity change, negative = inhibition, hits mostly inhibitors. actives 0.56% (n = 390,000); note: potency is the fitted concentration of half-maximal effect; nearly all actives have a fitted effect of over 70% in size; inactives centre near 23
# Target sequence (P83916 whole entry, looked up): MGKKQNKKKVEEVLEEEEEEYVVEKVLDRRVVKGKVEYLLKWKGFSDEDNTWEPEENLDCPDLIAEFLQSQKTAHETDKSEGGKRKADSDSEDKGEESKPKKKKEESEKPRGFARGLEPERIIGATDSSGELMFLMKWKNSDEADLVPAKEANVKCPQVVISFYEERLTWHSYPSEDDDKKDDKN
#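 Compound inhibition of the preformed complex between 50 nM HP1-beta and 50 nM biotinylated H3K9me3 peptide was read by AlphaScreen. Buffer was PBS pH 7.4 with 0.01% Tween-20. Incubations ran 30 min at room temperature, with 10 ug/mL donor/acceptor beads.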
# PI4K2A inh: PI4K2A (human) kinase inhibition | purified PI4K2A, ADP-Glo luminescence, 1 h; stronger effect = lower value | AID 1346378 | activity change, negative = inhibition, % at 76.9 µM | actives 0.13% (n = 420,000) | Q9BTU6; in the data active = activity change below about -50%; inconclusive = mostly about -30% to -49%;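 note: -100% = wells without enzyme as full effect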
# Target sequence (Q9BTU6 whole entry, looked up): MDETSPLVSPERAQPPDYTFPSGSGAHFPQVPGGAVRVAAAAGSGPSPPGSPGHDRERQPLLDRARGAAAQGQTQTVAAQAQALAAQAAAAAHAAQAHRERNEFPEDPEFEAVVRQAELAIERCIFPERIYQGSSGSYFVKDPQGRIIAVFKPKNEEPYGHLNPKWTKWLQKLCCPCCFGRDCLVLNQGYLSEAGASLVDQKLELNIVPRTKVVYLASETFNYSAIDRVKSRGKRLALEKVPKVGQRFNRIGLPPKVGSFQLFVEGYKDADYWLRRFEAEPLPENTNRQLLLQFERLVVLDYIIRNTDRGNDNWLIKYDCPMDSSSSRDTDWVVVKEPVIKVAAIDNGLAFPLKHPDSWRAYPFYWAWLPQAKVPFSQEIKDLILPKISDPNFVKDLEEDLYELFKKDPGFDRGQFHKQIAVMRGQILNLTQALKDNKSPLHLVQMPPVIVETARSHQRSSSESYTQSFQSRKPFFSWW
#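 ADP-Glo luminescence measured ADP generated by PI4K2A enzyme (4 ug/mL before mixing) with 1.2 mM PI substrate (pre-mix) and 300 microM ATP (pre-mix). Tris pH7.5 buffer with MgCl2, Triton X-100; 1 h reaction at ambient temperature.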
# ERG-DNA inh: blocks human ERG Ets domain binding to DNA; fluorescence polarization, His-ERG Ets domain / labelled DNA; Potency, µM (top dose mostly 76.9 µM), for inactives: at the highest dose FP activity, negative = inhibition, hits mostly inhibitors; actives 0.028% (n = 370,000); AID 624246; active = well fitted inhibition curve with a large enough effect in the polarisation, with a control signal flat; inconclusive = small, poorly fitted or top-dose-only effect, or effect the other way, or a change in a side signal; inactive = no such curve, though single readings can be large or run the other way; the % refers to the polarisation;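 note: polarization taken with two DNA probes labelled with fluorescein and Texas red; potency is the fitted concentration of half-maximal effect; % of control where 0% means no effect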
#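 His-tagged ERG Ets domain (1 uM in the protein solution; 300mM KCl, 50mM Tris-HCl, 1mM EDTA, 1mM DTT, pH 7.5) received compound, then a probe mix of 5 nM fluorescein-DNA and 100nM Texas-615-DNA. Fluorescence polarization was read for both dyes.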
# G9a inh: inhibitors of human histone lysine methyltransferase G9a; actives 8.8% (n = 350,000); Q96KQ7; Potency, µM (series often up to 102 µM), inactives show at the top dose activity, negative = inhibition, hits mostly inhibitors; AID 504332; G9a H3K9 monomethylation, AlphaScreen, 2 h; note: potency is the fitted concentration of half-maximal effect; % is set by controls: 0 for no effect and ±100 for the full control effect; nearly all actives have a fitted effect of over 75% in size
#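 Using a bead-based AlphaScreen, monomethylated H3K9 product from 2 h room-temperature reactions (G9a 20 nM, peptide 500 nM, SAM 20 uM) was detected with 0.5 ug/mL rabbit anti-H3K9me1 antibody.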
# ALOX12 inh: blocks human arachidonate 12S-lipoxygenase; actives 1.1% (n = 580,000); Potency, µM (doses to about 108 µM), inactives show at the top dose activity change, negative = inhibition, hits mostly inhibitors; P18054; purified 12hLO, xylenol orange hydroperoxide absorbance; note: potency is the fitted concentration of half-maximal effect; % is set by controls: 0 for no effect and ±100 for the full control effect
#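 Hydroperoxide product was detected by ferrous iron/xylenol orange as the 573 to 405 nm absorbance ratio. Arachidonic acid at 40 uM (final) was turned over for 30 min at room temperature by 150 nM human 12hLO, pH 7.0 Hepes buffer, after 15 min compound preincubation.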
# BAZ2B inh: inhibitors of human BAZ2B bromodomain | AlphaScreen BAZ2B-H3K14Ac peptide displacement | AID 504333 | Q9UIF8 | actives 4.4% (n = 360,000) | Potency, µM (doses to about 114 µM), inactives show at the highest dose activity change, negative = inhibition, actives largely listed as inhibitors; note: potency is the fitted concentration of half-maximal effect; % is set by controls: 0 for no effect and ±100 for the full control effect; nearly all actives have a fitted effect of over 60% in size
#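 AlphaScreen displacement: compounds (up to 110uM) incubated 30 min at room temperature with a preformed 50 nM BAZ2B/50 nM biotinylated H3K14Ac peptide complex in PBS pH 7.4 with Tween-20. Donor and acceptor beads at 10 ug/mL final added, 20 min light-protected before reading.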
# RGS4 inh: human RGS4 inhibition. P49798. Transcreener GDP fluorescence polarization, RGS4-accelerated GTP hydrolysis. Potency, µM (highest dose often 114 µM), for inactives: at the top dose activity change, negative = inhibition, usual class: inhibitors. actives 0.039% (n = 390,000). AID 504845; note: potency is the fitted concentration of half-maximal effect; % is set by controls: 0 for no effect and ±100 for the full control effect; nearly all actives have a fitted effect of over 75% in size; some results filed as inactive show a strong effect at the top dose
# Target sequence (P49798 whole entry, looked up): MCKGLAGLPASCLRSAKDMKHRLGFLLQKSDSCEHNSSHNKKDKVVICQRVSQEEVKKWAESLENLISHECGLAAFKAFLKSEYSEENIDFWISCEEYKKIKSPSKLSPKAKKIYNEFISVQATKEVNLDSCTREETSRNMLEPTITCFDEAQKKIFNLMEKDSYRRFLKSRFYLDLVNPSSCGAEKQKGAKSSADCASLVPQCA
#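 MLSMR compounds (23 nl, pin-transferred) preincubated 10 min at room temperature with a 500nM (2x) first reagent, then RGS4 at 900nM (2x) plus Transcreener GDP mix added; fluorescence polarization (620/688 nm) read before and after 90 min at 30 °C.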
# JMJD2A Tudor: JMJD2A Tudor domain (human) inhibition; O75164; AlphaScreen JMJD2A-Tudor / H3K4me3 peptide binding; Potency, µM (top dose mostly 114 µM), for inactives: at the highest dose activity change, negative = inhibition, usual class: inhibitors; actives 4.4% (n = 390,000); note: potency is the fitted concentration of half-maximal effect; % is set by controls: 0 for no effect and ±100 for the full control effect; nearly all actives have a fitted effect of over 50% in size
# * marks the source's active call; other numbers are inactive results; ? = inconclusive; . = not tested or not shown; [ ] = dose if it differs, or a comment. Unless noted, calls come from the whole dose curve; as a rule, active = well fitted curve in the direction sought with a large enough effect; inconclusive = small, poorly fitted or top-dose-only effect, or another doubt; inactive = no such curve, though single readings can be large; an effect the other way counts as inactive or inconclusive.
GLS inhibitor,HP1b chromo inh,PI4K2A inh,ERG-DNA inh,G9a inh,ALOX12 inh,BAZ2B inh,RGS4 inh,JMJD2A Tudor,SMILES
-1%,37%,-2,-6%,31%[activator],4%,-1%,15%,-13%,COc1cccc(NC(=O)[C@@H]2CCCN2C(=O)[C@@H]2Cc3ccccc3CN2C(=O)OC(C)(C)C)c1
9%,14%,-8,2%,-7%[59 µM],0%,-16%,3%,-1%,COC(=O)c1ccc(NS(=O)(=O)c2ccc(-n3cccn3)cc2)cc1
-1%,36%,-1,-2%,10%[12.7 µM],4%,-3%,1%,5%,Cc1cc(OCC(=O)Nc2cccc(S(=O)(=O)N3CCCCC3)c2)ccc1Cl
9%,38%,-3,5%,-9%[59 µM],0%,0%,0%,-16%,O=C(NNC(=O)c1cc2c(s1)CCCC2)c1ccccc1
58%[activator],-27%,-13,?,8.9µM*,?,?,?,?,CC1(C)OC(C)(C)/C(=C/Nc2ccc(O)cc2)C1=O
-2%,32%,19,-2%,-30%[59 µM],?,-13%,-11%,-1%,COc1cccc(C(c2sc3nc(-c4ccco4)nn3c2O)N2CCOCC2)c1 (configuration not stated)
7%,33%,3,0%,-44%[59 µM],3%,7%,18%,-10%,COc1ccc(C(CNC(=O)c2ccc(OC)c(S(=O)(=O)N3CCCC3)c2)N2CCCC2)cc1 (configuration not stated)
2%,58%[activator],-2,-1%,-18%[59 µM],-3%,-3%,-16%,-3%,Cc1ccccc1NC(=O)CN1C(=O)NC2(CCc3ccccc32)C1=O (configuration not stated)
-3%,57%[activator],-3,-3%,-29%[59 µM],28%,35%[activator],-37%,-4%,CCN1C(=O)c2ccc(C(=O)NCc3ccccc3)cc2C1=O
12%,4%,0,-1%,-4%,-3%,-1%,-5%,-17%,CC(C)c1ncc(C(O)c2ccccc2)n1C (configuration not stated)
-15%,5%,0,11%,.,158%,.,-21%,-15%,O=C(COC(=O)/C=C/c1ccco1)Nc1cc(S(=O)(=O)N2CCOCC2)ccc1Cl
1%,34%,-2,-3%,8%[59 µM],-15%,-8%,-8%,-15%,CC(=O)Oc1ccc(/C=N/NS(=O)(=O)c2ccccc2)cc1
-3%,41%[activator],-2,-15%,-34%,11%,1%,-14%,-3%,CCCCN(CCCC)S(=O)(=O)c1ccc2oc(C(=O)N3CCOCC3)c(C)c2c1
-19%,-3%,0,2%,?,-15%,?,21%,79µM*,COc1ccc(OC)c(NC(=O)c2cnn(-c3ccc(C)cc3)c2C2CCNCC2)c1
-4%,0%,10,8%,?,-8%,?,-17%,-29%,O=C(CCCn1c(=O)c2sccc2n(CC(=O)OCc2ccccc2)c1=O)NCc1ccco1
-10%,24%,4,11%,-35%[59 µM],?,-13%,12%,-16%,CC1=C(c2ccc(Cl)cc2)S(=O)(=O)N=C1N1CCN(c2cccc(C(F)(F)F)c2)CC1
-1%,8%,-1,3%,.,358%[activator],.,28%,-17%,Cc1ccc(S(=O)(=O)N2CCOCC2)cc1NC(=O)CN1C(=O)NC(C)(c2ccc(Cl)cc2Cl)C1=O (configuration not stated)
0%,-16%,-1,-4%,4%,-24%,-31%,18%,-10%,CC(=O)c1cc(C#N)c(N2CCOCC2)nc1C
7%,18%,-5,-5%,-7%[59 µM],?,-32%,20%[11.4 µM],-12%[57.1 µM],CCc1cc(=O)oc2cc(OCc3nn[nH]n3)ccc12
-23%,22%[57 µM],-1,0%,-22%[59 µM],-23%,6%,-7%,-36%,O=C(Nc1ccc(OCc2cc(=O)n3ccccc3n2)cc1)c1ccccc1Cl
10%,23%,1,-1%,17%,1%,5%,-5%,-14%,COC(=O)c1nnn(CC(=O)NC(=O)Nc2ccccc2)c1C(=O)OC
9%,8%,4,-3%,.,-5%,-12%,-12%,-31%,COc1ccc(C(=O)Nc2nnc(-c3ccccc3)s2)cc1
6%,51%[activator],2,-5%,17%[0.501 µM],8%,0%,-9%,4%,CCNc1nc2c(c(=O)[nH]c(=O)n2C)n1CCCc1ccccc1
-11%,32%,2,9%,7%,-7%,-9%,-8%,6%,CN1C(=O)c2ccc(NC(=O)C3CC3)cc2C1=O
-12%,5%,9,3%,-11%[59 µM],-27%,-4%,-43%,-18%,O=C(CCCCn1c(=O)c2ccccc2n(Cc2cccc(F)c2)c1=O)NCc1ccc2c(c1)OCO2
12%,4%,4,7%,.,5%,-11%,13%,-20%,Cc1ccc(/C=C(\NC(=O)c2ccccc2)C(=O)NC2CCN(Cc3ccccc3)CC2)o1
3%,17%,6,-7%,?,?,-1%,-5%,-31%,CC1C=CCC2C(=O)N(c3cccc(C(=O)N4CCN(c5ccc(F)cc5)CC4)c3)C(=O)C12 (configuration not stated)
-7%,37%,-5,-4%,13%,3%,5%,-3%,0%,CS(=O)(=O)c1ccc(-c2nnn(CC(=O)N3CCCCC3)n2)cc1
0%,18%,-5,3%,-28%[59 µM],-2%,-25%,9%,-28%,CCOc1ccc(N(C)C(=O)c2oc(=O)c3ccccc3c2-c2ccccc2)cc1
13%,8%,3,-1%,-7%[59 µM],0%,6%,43%,-7%,O=C(Nc1ccccc1)NC1(C(=O)N2CCN(c3ncccn3)CC2)CCCCC1

# Following part.
GLS inhibitor,HP1b chromo inh,PI4K2A inh,ERG-DNA inh,G9a inh,ALOX12 inh,BAZ2B inh,RGS4 inh,JMJD2A Tudor,SMILES
4%,22%,3,12%,?,-19%,?,45%,-12%,O=C(Cn1c(=O)oc2cc(S(=O)(=O)N3CCCCC3)ccc21)NCc1ccc(F)cc1
0%,32%,-6,-11%,?,336%[activator],11%,6%,-1%,CC(=O)N1C(C(=O)O)CSC1c1ccc(C)cc1 (configuration not stated)
-9%,-5%,0,0%,-4%,-5%,-15%,11%,-12%,COc1cccc(N(C(=O)Cn2nnc(-c3ccc(Cl)cc3)n2)C(C(=O)NCC2CCCO2)c2ccc(C)cc2)c1 (configuration not stated)
1%,12%,-1,-9%,.,-16%,.,1%,-27%,C[C@H](CO)N1C[C@H](C)[C@@H](CN(C)C(=O)NC2CCCCC2)Oc2c(NC(=O)Nc3ccc4c(c3)OCO4)cccc2C1=O
2%,9%[57 µM],-1,-1%,-9%[59 µM],-14%,?,1%,?,Cc1nc(-c2ccc(S(=O)(=O)Nc3ccc(C)c(N(C)C)c3)cc2)co1
-1%,35%,-3,8%,-43%,6%,7%,-19%,6%,CCC1CCCCN1C(=O)CN1C(=O)CSC1=O (configuration not stated)
-7%,24%,-1,-8%,-6%[59 µM],28%,4%,3%,4%,Cc1ccc(NC(=O)Cn2nnc(-c3ccccc3NC(=O)c3cccs3)n2)cc1
1%,126%,-13,0%,104%[activator][59 µM],-6%,65%[activator],20%,38%[activator],Cc1cccc(-c2cc3nc(-c4ccccc4)cc(N4CCC5(CC4)OCCO5)n3n2)c1
?,?,5,-5%,29%,-4%,20%,?,11µM*,Cc1cc(C)cc(S(=O)(=O)c2cnc3ccccc3n2)c1
-3%,50%[activator],1,0%,36%,-10%,-4%,-10%,-5%,CC(C)C(=O)Nc1ccc(Sc2ccc(F)cc2)cc1
-1%,32%,2,12%,59%[activator],-4%,-17%,9%,-8%,O=C(CNS(=O)(=O)c1ccccc1)OCC(=O)c1ccccc1Cl
1%,28%,-2,20%,-22%,-9%,11%,21%,-4%,Cn1c(=O)c(C(=O)CSc2ccccc2)c(N)n(Cc2ccccc2)c1=O
-6%,34%,-2,-6%,-1%,0%,1%,-10%,-2%,Nc1nnc(C(F)(F)F)s1
6%,10%,-1,1%,-17%,-8%,-12%,14%,-20%,Cc1noc(C)c1C(=O)NCCc1c(C)[nH]c2ccccc12
1%,20%,0,-3%,24%,16%,-1%,-21%,-10%,C[C@H](NC(N)=O)C(=O)N1CCN(S(=O)(=O)c2ccc3ccccc3c2)CC1
1%,20%,5,-3%,?,?,8%,-1%,-12%,O=c1[nH]cc([N+](=O)[O-])cc1Br
2%,24%,4,-5%,-4%,-28%,-3%,16%,-24%,O=C1Nc2cc(Cl)ccc2C1(N1CCNCC1)C(F)(F)F (configuration not stated)
14%,?,1,11%,40µM*,?,13µM*,-10%,45µM*,COc1ccc(-c2csc(=Nc3ccccc3)n2CCO)cc1
-8%,33%,-2,-4%,-11%[12.7 µM],?,-5%,-33%[11.4 µM],0%[11.4 µM],Cc1nn(-c2ccc(F)cc2)c2c1cc(C#N)c1nc3ccccc3n12
0%,52%[activator],-5,-2%,12%[12.7 µM],11%,1%,11%[56.9 µM],-9%,O=C(COC(=O)/C=C/c1cn(-c2ccccc2)nc1-c1ccc2c(c1)OCCO2)NC1CCS(=O)(=O)C1 (configuration not stated)

# Filtered by structure, the compounds so far containing an aryl thioether with sulfur outside any ring
GLS inhibitor,HP1b chromo inh,PI4K2A inh,ERG-DNA inh,G9a inh,ALOX12 inh,BAZ2B inh,RGS4 inh,JMJD2A Tudor,SMILES
-3%,50%[activator],1,0%,36%,-10%,-4%,-10%,-5%,CC(C)C(=O)Nc1ccc(Sc2ccc(F)cc2)cc1
1%,28%,-2,20%,-22%,-9%,11%,21%,-4%,Cn1c(=O)c(C(=O)CSc2ccccc2)c(N)n(Cc2ccccc2)c1=O

# Only part of the results is shown. The share of hits here may be higher or lower than overall.
